SR-BI HDL uptake: blocks mouse SR-BI lipid uptake from DiI-HDL; inhibition, % at 12.5 µM; hit rate 0.96% among 320,000; Q61009; ldlA[mSR-BI] CHO cells, DiI-HDL uptake fluorescence, 3 h; AID 488896;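 active = mean replicate inhibition of at least 70% and a set share of replicates each scoring 70 or more; inconclusive = meets just one of the two criteria; inactive = fails both criteria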;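 also: 0% = median of neutral control wells and 100% = median of positive control wells; values of inactives mirror those of a sister screen read the other way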
CDK5 p35 inh: inhibitors of human CDK5/p35 kinase | Recombinant CDK5/p35, ADP-Glo luminescence, 60 min | inhibition, % at 10 µM | hit rate 0.01% among 330,000;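 active = highest replicate inhibition of at least 50% and at least 75% of replicates reaching 50%; inconclusive = only one of the two criteria met; inactive = both criteria failed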;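 also: plate controls were DMSO neutral control for no effect and GW8510 at 10 µM for full effect; many of its hits are not listed in these tables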
MITF TRPM1 HTS: increases MITF-driven TRPM1 promoter luciferase signal | AID 588334 | SK-MEL-5 TRPM1-promoter luciferase, 24 h; % of positive control, neutral wells = 0 | hit rate 0.75% among 300,000 | activation, % at 12.5 µM;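 active = mean activation of at least 80% with every replicate also reaching 80%; inconclusive = mean reaches 80% but some replicate falls short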;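 also: 0% = neutral control wells and 100% = parthenolide positive control wells; values of inactives mirror those of a sister screen read the other way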
Wnt bcat act: activators of Wnt/beta-catenin signaling; Wnt/beta-catenin reporter cell assay, activator, plate reader; activation, % at 9.35 µM; hit rate 1.2% among 300,000; in the data active = activation above about 30%, passing the limit was not always enough; inconclusive = no clear call, values can overlap the other calls;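 also: 0% = neutral control wells and 100% = positive control wells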
PvdQ acylase: P. aeruginosa PvdQ acylase inhibition. purified PvdQ acylase, fluorescence plate reader. inhibition, % at 10 µM. hit rate 0.063% among 340,000; in the data active = inhibition above about 30%, passing the limit was not always enough; inconclusive = no clear call, values can overlap the other calls;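 also: 0% = vehicle neutral wells and 100% = reference inhibitor wells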
dFosB activator: activators of mouse delta FosB homodimer; P13346; purified delta FosB, TAMRA-CDK5 oligo fluorescence polarization; percent of positive-control signal above neutral wells; activation, % at 25 µM; hit rate 0.99% among 340,000; AID 493131;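 active = mean activation above about 17%, with every replicate also reaching it, limit read from the data, passing the limit was not always enough; inconclusive = only one of the two conditions met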;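 also: fluorescence polarization rise as delta FosB binds a TAMRA Cdk5 AP-1 oligo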
HTR5A inv ag: inverse agonist of human HTR5A in OPRM1-OPRD1 counter-screen. HTR5A cell line, luminescence, inverse agonism. inhibition, % at 9.3 µM. hit rate 0.083% among 340,000. AID 504634; in the data active = inhibition mostly above about 23%, no sharp cut-off; inactive = mostly below about 18%;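 also: 0% = cells with DMSO and 100% = no-cell wells with DMSO; some compounds called inactive have numbers as strong as hits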
HTR5A ag: HTR5A agonism, opioid heterodimer counter-screen | P47898 | HTR5A agonist assay, luminescence, cell-based | activation, % at 9.3 µM | hit rate 0.61% among 340,000 | AID 504692; in the data active = activation mostly above about 9.5%, no sharp cut-off; inactive = mostly below about 7.6%;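 also: 0% = cells with vehicle only and 100% = reference agonist; strong numbers were not always called active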
NSD2 HMT inh: NSD2 (human) methyltransferase inhibition; O96028; NSD2 peptide methylation, AlphaScreen, 120 min; inhibition, % at 12.5 µM; hit rate 0.54% among 310,000; AID 743445; in the data active = inhibition above about 50%
Target sequence (O96028 whole entry, looked up): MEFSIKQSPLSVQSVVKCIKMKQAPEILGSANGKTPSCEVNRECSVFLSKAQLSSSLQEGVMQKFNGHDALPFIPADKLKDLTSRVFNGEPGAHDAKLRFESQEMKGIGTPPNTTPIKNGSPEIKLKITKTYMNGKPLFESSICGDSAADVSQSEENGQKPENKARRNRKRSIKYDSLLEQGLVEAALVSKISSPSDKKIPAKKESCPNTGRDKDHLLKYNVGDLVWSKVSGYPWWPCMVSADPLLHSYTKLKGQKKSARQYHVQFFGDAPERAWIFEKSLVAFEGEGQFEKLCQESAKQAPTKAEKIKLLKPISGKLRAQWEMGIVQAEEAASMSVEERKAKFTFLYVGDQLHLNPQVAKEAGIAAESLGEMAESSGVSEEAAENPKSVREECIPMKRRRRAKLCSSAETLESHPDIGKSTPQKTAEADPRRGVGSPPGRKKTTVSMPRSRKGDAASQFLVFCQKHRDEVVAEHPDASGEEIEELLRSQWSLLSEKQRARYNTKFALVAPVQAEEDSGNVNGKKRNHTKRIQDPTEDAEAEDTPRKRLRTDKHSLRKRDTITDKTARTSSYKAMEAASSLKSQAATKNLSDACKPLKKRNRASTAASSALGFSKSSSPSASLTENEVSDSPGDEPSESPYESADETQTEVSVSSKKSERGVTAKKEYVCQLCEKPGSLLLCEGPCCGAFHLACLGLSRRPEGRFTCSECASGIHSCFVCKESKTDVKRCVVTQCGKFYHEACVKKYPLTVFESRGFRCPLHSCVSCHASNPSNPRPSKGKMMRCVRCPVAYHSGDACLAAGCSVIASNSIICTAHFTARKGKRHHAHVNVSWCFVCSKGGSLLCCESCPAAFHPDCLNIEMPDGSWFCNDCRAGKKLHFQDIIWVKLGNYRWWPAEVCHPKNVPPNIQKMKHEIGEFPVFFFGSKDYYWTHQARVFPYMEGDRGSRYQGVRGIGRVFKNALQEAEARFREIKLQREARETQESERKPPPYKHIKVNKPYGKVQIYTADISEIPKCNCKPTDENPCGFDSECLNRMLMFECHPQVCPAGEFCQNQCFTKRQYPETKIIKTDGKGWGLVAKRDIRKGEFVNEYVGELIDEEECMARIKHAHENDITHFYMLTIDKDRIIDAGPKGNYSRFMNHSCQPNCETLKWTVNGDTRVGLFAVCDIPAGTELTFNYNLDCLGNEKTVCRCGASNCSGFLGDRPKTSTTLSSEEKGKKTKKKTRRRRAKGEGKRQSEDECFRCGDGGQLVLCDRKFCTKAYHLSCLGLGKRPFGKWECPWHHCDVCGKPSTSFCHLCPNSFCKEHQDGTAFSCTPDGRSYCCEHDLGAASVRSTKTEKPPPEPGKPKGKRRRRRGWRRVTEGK
V-ATPase pH: regulators of yeast V-ATPase proton transport; hit rate 0.37% among 350,000; S. cerevisiae, pHLuorin cytosolic pH fluorescence; response, % at 10 µM; in the data active = response mostly above about 7.3%, no sharp cut-off; inactive = mostly below about 5.4%; also: actives read high; inactives centre near 0; some compounds called inactive have numbers as strong as hits; reference of the scale not given here
* = called active by the depositor; ? = inconclusive; · = not tested or not shown; & = joins results of further samples.

SMILES	SR-BI HDL uptake	CDK5 p35 inh	MITF TRPM1 HTS	Wnt bcat act	PvdQ acylase	dFosB activator	HTR5A inv ag	HTR5A ag	NSD2 HMT inh	V-ATPase pH
COCCN1C(=O)N(c2cccc(OC)c2)C(=O)C1CC(=O)Nc1ccc(OC)cc1 (centres undefined)	5	1.1	·	-1	-17	3	18	-4	-1	1
CCOC(=O)C(C)(C)Sc1ncnc2nc[nH]c12	-7	1.4	8	·	-6	-4	-9	1	2	-2
CCNC(=O)COC(=O)C1CCN(S(=O)(=O)c2ccc3c(c2)OCCO3)CC1	4	0.4	-9	-1	-10	-5	4	-2	-4	1
O=S(=O)(c1cccc(Cl)c1)N1CN(CC2CCCO2)c2nc3ccccc3nc21 (centres undefined)	3	1.1	5	3	15	-4	3	5	1	4
Cc1cccc(NC(=O)c2nc[nH]c2C(=O)NC2CCN(C(=O)OC(C)(C)C)CC2)c1	-35	-0.4	-4	1	-15	-10	-14	5	·	-3
CCOc1ccccc1N1CCN(CC(O)COCc2cccs2)CC1 (centres undefined)	18	0.6	0	1	-12	-8	14	4	33	-1
COCCN(C(=O)COC(=O)COc1ccc2c(c1)CCC2)c1c(N)n(Cc2ccccc2)c(=O)[nH]c1=O	-20	0.7	1	-4	-11	0	21	-2	0	0
CCN(C(=O)CCN1C(=O)c2ccccc2S1(=O)=O)c1ccccc1	-8	0.1	5	-1	7	-2	-18	7	-1	3
CCOc1ccc2c(c1)c1nnc(SCC(=O)NC3CC3)nc1n2C	·	0.7	4	-1	-8	3	14	-5	-8	1
COc1ccc(N=C(N(C)C)P(=O)(N(C)C)N(C)C)cc1	-4&-19	2.0&0.6	10	-2&-3	-16&-14	2&4	-9&-10	2&0	0&-2	-1&-2
Cc1cccc(OCCCC(=O)Nc2nc3ccccc3[nH]2)c1	4	-0.6	10	-1	2	6	-29	10*	3	0
CN(C)c1ccc(/C=C/c2cccc[n+]2[O-])cc1	-9	1.2	·	25	5	-5	·	·	2	-2
CCOCCOC(=O)Cn1cnc2scc(-c3ccc(C)cc3)c2c1=O	16	0.9	·	-5	5	-1	2	-1	-2	-1
CCn1nc(C(=O)OCC(=O)N(CCC#N)c2ccccc2)c2ccccc2c1=O	-4	0.5	1	6	-9	-9	13	-1	-3	1
CN(C)CC/C=C1/c2cc(F)ccc2CSc2ccc(F)cc21	18	-3.4	16	-3	-7	-2	-12	5	7	-1
CC1=C(C(=O)OCc2ccccc2)C(c2ccc(Cl)cc2)NC(=O)N1C (centres undefined)	14	-1.0	-1	6	-4	-10	9	-3	0	-4
c1ccc(CNc2ncnc3ccccc23)cc1	17&-8	0.5&-4.8	-6&-5	-8	-7&-9	-4&-2	-1&-18	6&5	0	2&0
COc1cccc(C(=O)NCCC2=CCCCC2)c1	-2	0.7	38	23	25	-6	3	0	0	2
CC(C)OC(=O)CSc1nnc(-c2ccc(Cl)cc2Cl)n1N	-30	1.3	6	·	-4	-3	7	-3	1	3
Cc1ccc(NC(=O)/C(=C\c2cccnc2)NC(=O)c2ccco2)cc1	16	1.9	·	12	-6	5	8	3	-4	1
Cc1cc(C)c(C#N)c(SCC(=O)Nc2c(C)n(C)n(-c3ccccc3)c2=O)n1	5	-0.4	-2	0	-7	1	-2	1	2	2
COc1ccc(NC(=O)/C(=C\c2cccnc2)NC(=O)c2cccs2)cc1	-46	-0.3	10	·	-6	-2	8	0	-1	-2
Cn1nc(C(F)(F)F)c(C(=O)Nc2ccc(F)cc2F)c1Sc1ccc(C(F)(F)F)cc1	-14	1.0	-2	-1	-19	-12	-5	2	-3	1
COc1ccc(-n2cnc3cc(C(=O)NCC4CCCO4)ccc32)cc1 (centres undefined)	-17	-1.2	-3	2	-8	-10	-8	9	0	-2
O=C(NN1C(=O)CSC1=S)C(=O)NN1C(=O)CSC1=S	-11	-14	-12	-4	-6	3	-31	3	-340	-3
CS(=O)(=O)n1nc(-c2ccc(Cl)cc2)nc1N	-14	-0.5	24	-1	-8	4	4	-1	-11	3
Cc1noc(C)c1S(=O)(=O)N1CCCC(C(=O)Nc2ccc(Cl)cn2)C1 (centres undefined)	23	2.4	-7	·	-12	4	-34	-3	·	-1
Cn1c(O)c(/C=C2\C=Nc3ccccc32)sc1=Nc1ccc(C(=O)O)cc1	6	-0.4	-28	-5	-9	-10	5	-2	20	-3
Cc1ccc(C(=O)Nc2cccc(NC(=O)c3cccs3)c2)c(C)c1	30	-1.6	·	0	-18	-4	7	-2	-3	3
CCCCOCP(=O)(CCCC)COCCCC	-5	1.0	-2	·	-17	-8	-7	4	-5	3
CC(=O)c1ccccc1NC(=O)COC(=O)CCCN1C(=O)c2cccc3cccc(c23)C1=O	3	-0.9	-2	·	6	-15	3	-3	-2	10
CN(c1ccc(OCC(=O)NC2CCCC2)cc1)S(=O)(=O)c1cccs1	2	1.1	·	·	7	-2	-11	4	-1	-3
CCOC(=O)c1ccc(-n2c(CN3CCN(CC)CC3)nc3ccc([N+](=O)[O-])cc3c2=O)cc1	·	-4.7	-16	0	-13	-7	17	-5	·	-3
O=C(/C=C/c1cccc([N+](=O)[O-])c1)N1CC[C@@]2(O)CCCC[C@H]2C1	11	1.3	0	0	-8	-8	2	-1	0	1
Cc1cc(Br)c(NC(=O)CN(C)CCOc2ccccc2)c(Br)c1	6	-1.9	16	0	4	-8	17	1	-2	-3
CCOC(=O)c1oc2ccc(CNC(C)(C)C)c(Cl)c2c1C	0	-1.7	21	-1	-10	-5	3	-1	·	-2
O=C(CN1C(=O)S/C(=C\c2ccccc2F)C1=O)NC1CCS(=O)(=O)C1 (centres undefined)	4	-1.0	10	-3	6	2	-6	-1	1	0
O=C1CCC(C(=O)N2CCSCC2)CN1Cc1ccc(Cl)cc1 (centres undefined)	-4	0.6	4	-2	7	2	-12	0	0	-3
COc1ccc(-c2cc(=O)c3cc(OC)c(OC)cc3[nH]2)cc1	37	-2.0	10	3	-2	-4	-50	17	·	-3
COc1ccc(NC(=O)CCNS(=O)(=O)c2ccc(Cl)c([N+](=O)[O-])c2)cc1S(N)(=O)=O	·	-0.7	-5	-1	0	-8	7	-3	3	-3
Cc1ccc(-n2nnnc2SCC(=O)NC(=O)Nc2ccc3c(c2)OCCO3)cc1	-17	-1.6	32	8	-10	?	-17	7	·	-3
NC(=O)c1ccccc1N/C=C/C(=O)c1ccc(Cl)cc1Cl	4	1.6	32	·	6	-16	-6	1	5	2
Cc1ccc(Sc2c([N+](=O)[O-])c(=O)n(C)c3ccccc23)cc1	-8	0.6	·	32*	9	3	13	-4	-2	0
O=C(COc1ccc(S(=O)(=O)N2CCCC2)cc1)NCc1cccnc1	·	0.8	·	3	-17	0	-13	4	-5	-5
Nc1ccc(N2CCOCC2)c(Cl)c1	-19	0.0	-16	-9	-7	0	-33	3	-7	-4
COc1ccc(CNc2ncc(-c3ccccc3)n2C)c2ccccc12	3	0.2	-6	6	-9	15	3	-5	8	-2
Cc1ccc(Cn2c(SCCN3CCCCC3)nc3c2c(=O)[nH]c(=O)n3C)cc1	-31	-1.6	·	-3	-1	-5	-4	1	·	0
Cc1ccc(S(=O)(=O)Nc2ccccc2/C=N/c2nc3ccccc3n2C(C)C)cc1	-35	·	-10	-3	-12	-4	5	6	1	0
O=P(Cc1cccc2ccccc12)(c1ccccc1)c1ccccc1	-15	0.8	1	-4	-3	-11	-16	4	-1	1
CCCc1nnc(SCC(=O)Nc2ccc3c(c2)OCCO3)n1CCOC	·	-0.4	-1	-1	4	-4	-9	3	-5	-2
CCNC(=S)NNC(=O)Cn1c(=O)c2c(ncn2CCOC)n(Cc2ccccc2)c1=O	·	-0.2	·	-1	-12	9	0	0	-3	3
Cc1nn(Cc2ccccc2Cl)c(Cl)c1/C=C/C(=O)OCC(=O)NC(N)=O	-15	-1.6	-10	·	-9	2	8	-2	2	1
CSc1ccc(S(=O)(=O)NCC(=O)OCC(=O)NCC2CCCO2)cc1[N+](=O)[O-] (centres undefined)	0	-4.9	-12	2	-15	-7	19	1	-9	1
C=CCn1c(CNC(=O)c2ccccc2F)nnc1SCC(=O)N1CCOCC1	-26	-1.9	0	0	5	-13	6	-2	-2	0
CCCCn1c(N)c(N(CC(C)C)C(=O)c2cccc(S(=O)(=O)N(CC)c3ccccc3)c2)c(=O)[nH]c1=O	-20	0.4	3	1	-1	-7	-11	4	-2	-3
O=C(Nc1cccc2ccccc12)/C(Cl)=C/c1ccccc1	6	-0.7	21	·	24	0	13	-6	-5	-4
CCN1CCN(CC(=O)Nc2cc(F)ccc2C)CC1	-1	-0.2	·	·	-2	-1	-4	1	·	1
Cc1cc(C)c(C#N)c(SCS(=O)c2ccc(C(C)(C)C)cc2)n1 (centres undefined)	6	-0.1	7	·	-13	-8	6	15	0	0
Cc1nc(NC(=O)CSc2nnc(C3CC3)n2C)sc1C(=O)N(C)C	-17	1.3	-1	-1	-7	0	7	4	-1	4
CN1CCN(S(=O)(=O)c2ccc(Sc3nnc(-c4cccs4)n3-c3ccccc3)nc2)CC1	-3	1.3	-1	-1	0	-8	-25	9	1	-3
Later entries.
SMILES	SR-BI HDL uptake	CDK5 p35 inh	MITF TRPM1 HTS	Wnt bcat act	PvdQ acylase	dFosB activator	HTR5A inv ag	HTR5A ag	NSD2 HMT inh	V-ATPase pH
C=CCN1C(=O)C(O)(CC(=O)c2ccccc2)c2ccccc21 (centres undefined)	-18	-0.9	-10	-8	-7	-4	-8	5	0	-1
COc1cccc2c(=O)n(CC(=O)Nc3ccccc3F)ccc12	10	-0.6	2	-2	-14	1	-7	2	·	-1
O=C(O)CCn1nc(-c2ccc(F)cc2)cc(Cc2ccccc2)c1=O	-17	-1.5	-10	·	-18	-3	11	-3	-2	-1
COc1ccc(C(NC(=O)CN2CCCCCC2)c2ccc(OC)cc2)cc1	·	-2.5	-3	-3	-8	-6	12	-5	4	4
CCC(C)n1cnc2c(c1=O)c1nc3ccccc3nc1n2-c1ccc2c(c1)OCCO2 (centres undefined)	-1	0.2	5	·	-3	-7	12	0	0	8
COc1cc(NC(=O)c2cc(-c3ccccc3Cl)on2)cc(OC)c1OC	83*	0.6	·	-10	-5	6	1	0	1	0
COc1cc(NC(=O)c2cccc(C)c2)c(OC)cc1NC(=O)CN1CCCCC1	52	0.3	8	-1	10	-3	-12	4	-8	3
COc1ccc(OCCOC(=O)CNC(=O)c2cccc(C)c2)cc1	-18	1.3	-4	0	12	-2	-26	5	-2	0
COc1cccc(NC(=S)NCc2ccc(F)cc2)c1	16	0.7	16	2	-12	-7	-21	6	-3	1
COc1ccccc1NC(=O)N1CCCC1C(=O)NCC1CCCO1 (centres undefined)	0	-0.3	-2	-10	-20	-9	4	-1	0	-6
COc1ccccc1NC(=O)CSc1nnc(Cc2cccs2)n1C	-10	0.6	-8	1	-7	0	-2	-1	-1	1
CCNC(=S)NNC(=O)c1csc(CC)c1	-6	3.1	·	10	9	-3	-17	-1	-1	8
CC(C)c1nnc2n1N=C(c1ccc(Cl)cc1)CS2	4	-0.1	3	0	-7	-15	-4	1	-1	-2
O=C(COc1ccc(S(=O)(=O)N2CCOCC2)cc1)NC1CCCCC1	-16	-2.1	0	-5	-12	0	3	-1	-1	3

Screens as filed in PubChem BioAssay.

Hits appear at their usual frequency; about 5% have a hit in one of these screens.
